OX1R antag: antagonists of human orexin 1 receptor (OX1R) | Orexin/Hypocretin receptor type 1 (Homo sapiens), O43613 | OX1R-expressing cells, FRET antagonist read-out | inhibition, % at 6.6 µM | 1.8% of 330,000 active | AID 485270, 2010; in the data active = inhibition mostly above about 38%, no sharp cut-off; inactive = mostly below about 40%;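 also: 0% = agonist challenge alone and 100% = reference antagonist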
Target sequence (O43613 whole entry, looked up): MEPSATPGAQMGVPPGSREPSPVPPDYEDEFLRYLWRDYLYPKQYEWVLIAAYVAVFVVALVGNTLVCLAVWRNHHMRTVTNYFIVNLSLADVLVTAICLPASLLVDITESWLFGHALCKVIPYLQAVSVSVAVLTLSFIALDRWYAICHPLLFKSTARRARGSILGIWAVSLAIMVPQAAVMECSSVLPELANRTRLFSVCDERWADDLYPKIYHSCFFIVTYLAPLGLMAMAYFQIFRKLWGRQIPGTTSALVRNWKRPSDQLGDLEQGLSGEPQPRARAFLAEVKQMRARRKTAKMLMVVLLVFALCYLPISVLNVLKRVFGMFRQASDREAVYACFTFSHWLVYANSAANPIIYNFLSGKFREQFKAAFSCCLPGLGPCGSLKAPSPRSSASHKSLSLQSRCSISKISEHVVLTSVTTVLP
STK33 inh: inhibitors of purified STK33 kinase, primary screen, biochemical, ADP-Glo luminescence, homogeneous, cell-free; Serine/threonine-protein kinase 33 (Homo sapiens), Q9BYT3; MBP phosphorylation; inhibition, % at 10 µM; 0.073% of 320,000 active; AID 2661, 2010;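 active = inhibition at or above 25%, using the most active replicate where run in duplicate; inactive = inhibition below 25%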
Target sequence (Q9BYT3 whole entry, looked up): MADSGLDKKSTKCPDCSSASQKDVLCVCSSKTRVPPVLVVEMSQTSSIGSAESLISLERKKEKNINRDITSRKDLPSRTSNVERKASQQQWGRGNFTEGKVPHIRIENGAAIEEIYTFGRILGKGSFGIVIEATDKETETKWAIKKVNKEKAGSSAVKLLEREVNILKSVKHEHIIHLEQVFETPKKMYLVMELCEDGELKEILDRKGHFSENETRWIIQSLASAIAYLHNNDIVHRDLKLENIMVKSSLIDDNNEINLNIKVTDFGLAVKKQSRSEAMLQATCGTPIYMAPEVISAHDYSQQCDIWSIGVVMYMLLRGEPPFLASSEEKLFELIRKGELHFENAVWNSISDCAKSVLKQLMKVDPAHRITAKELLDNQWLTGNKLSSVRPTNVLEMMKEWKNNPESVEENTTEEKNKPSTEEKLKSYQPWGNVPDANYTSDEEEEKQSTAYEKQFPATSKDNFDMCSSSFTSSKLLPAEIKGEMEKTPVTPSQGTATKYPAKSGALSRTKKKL
* marks the source's active call; other numbers are inactive results; . = no result given.

SMILES	OX1R antag	STK33 inh
Cc1cccc(Cn2c(O)c(N=NC(=S)Nc3ccccc3F)c3ccccc32)c1	-2	0.1
CCCC(=O)Nc1nnc(SCC(=O)N2C(C)CCCC2C)s1 (configuration not stated)	17	-1.3
Cc1cc(NC(=O)CSc2nc3c(C)c(C)ccc3cc2C)no1	26	0.0
Cc1cc2c(cc1S(=O)(=O)NCc1ccccc1Cl)OCCN2C	16	-0.8
CC(C)(C)N(Cc1ccccc1)C(=O)CN1C(=O)c2ccccc2S1(=O)=O	2	-0.4
CCOc1ccccc1NC(=O)CN(c1cc(C)cc(C)c1)S(=O)(=O)c1c(C)noc1C	12	-1.8
N#Cc1cccc(CS(=O)(=O)c2ccc(Cl)cc2)c1	4	3.5
O=C(NCc1ccccc1)c1ccc(Oc2ccc(C(=O)NCc3ccccc3)cc2)cc1	13	-0.3
Cc1nnn(C23CC4CC(CC(CC(=O)Nc5ccc(C)c(C)c5)(C4)C2)C3)n1	14	-0.8
COc1ccc(Cl)cc1S(=O)(=O)N1CCN(C(=O)c2ccco2)CC1	0	-3.3
CC[C@H](C)[C@@H](C(=O)N1CCNCC1)n1cc([C@@H](N)CO)nn1	25	0.9
COc1cccc(NC(=O)CSc2nnc(C)s2)c1	-1	-0.3
Cc1cccc(C)c1NC(=O)CNC(=O)c1ccc(N2CCCC2)c([N+](=O)[O-])c1	7	-0.4
NC(=S)Nc1cccc2cccnc12	37	-1.0
Fc1ccc2c(c1)/C(=N/Nc1ccccn1)CCS2	67	3.3
O=C(Cc1ccccc1)NCCCN1CCN(CCCNC(=O)Cc2ccccc2)CC1	19	1.1
Cc1cc(C)cc(NC(=O)c2nnn(Cc3cc(C)ccc3C)c2N)c1	12	-0.5
O=C(Nc1nc(-c2ccncc2)cs1)c1ccc(S(=O)(=O)N2CCOCC2)cc1	14	-0.4
O=C(NC1CCCC1)c1sc(=S)n2c1[nH]c(=O)c1ccccc12	35	0.5
CC(C)c1ccc(CNC(=O)C2CC(=O)N(C3CCCCC3)C2)cc1 (configuration not stated)	3	0.6
CS(=O)(=O)N(CC(=O)NC1CCCC1)c1ccc2c(c1)OCCO2	2	1.5
CC(=O)CS(=O)(=O)c1ccc(Oc2ccc(S(=O)(=O)CC(C)=O)cc2)cc1	4	-20
N=c1n(Cc2ccccc2)c2ccccc2n1CC(O)c1ccccc1 (configuration not stated)	9	1.3
Cc1onc(-c2ccccc2)c1C(=O)c1ccccc1	-1	-1.8
CN(C(=O)c1cccc(Nc2ccc(-c3ccc4c(c3)OCCO4)nn2)c1)C1CCCCC1	22	0.9
Cc1ccccc1C(=O)Nc1nnc(SCC(=O)NC2CC2)s1	9	-1.2
O=C(NNC(=S)NCc1ccccc1)c1cccc([N+](=O)[O-])c1	24	-1.3
CNc1nn(-c2cccc(Cl)c2)nc1N	13	-2.8
COc1cc([N+](=O)[O-])ccc1NC(=O)CSc1nnc(C)c(C)n1	41	0.6
COc1ccc(NC(=O)c2ccc(COc3ccccc3)o2)c(OC)c1	.	5.1
COc1ccc(C(c2c(O)ccc3ccccc23)N2CCOCC2)c(OC)c1 (configuration not stated)	22	-1.3
CCOCC(=O)Nc1nnc(C)s1	21	-0.2
NC1=NS(=O)(=O)NC1c1ccc(F)cc1 (configuration not stated)	7	-0.5
COCCNC(=S)N1CCC(NC(=O)c2ccco2)CC1	18	0.8
CC(C)c1cc(=O)n2[nH]c(SCc3ccccc3)nc2n1	12	-1.4
Cc1ccc(N/N=C2\CS(=O)(=O)N(C)c3ccsc32)cc1	24	0.9
O=C1c2ccccc2CN2C(=O)c3ccccc3CN12	1	0.3
CCOC(=O)CN1CC23C=CC(O2)C(C(=O)Nc2ccc4c(c2)OCO4)C3C1=O (configuration not stated)	13	-0.8
O=C(COc1ccccc1)Nc1nnc(S(=O)(=O)N2CCCCC2)s1	12	0.1
Cc1cc(C)c(C)c(C(=O)c2ccccc2C(=O)O)c1C	6	-1.0
COc1ccc(-n2nnnc2S(=O)(=O)CC(=O)N2CCCCC2)cc1	10	1.3
Cc1cc(NC(=O)CSc2nnc(-c3ccc(S(=O)(=O)N4CCCC4)cc3)n2C)no1	30	-0.9
CCCc1cc(=O)[nH]c(SCC(=O)Nc2ccc(OC)c(S(=O)(=O)N3CCCCC3)c2)n1	-2	-1.3
O=C(NN=C1CCCCC1)NC1CCCCC1	11	-1.3
Cc1ccc(S(C)(=O)=O)cc1C(=O)N1CC(C(N)=O)Oc2ccccc21 (configuration not stated)	17	-1.1
COc1ccccc1NC(=O)C1=C(C)Nc2nc(CCCO)nn2C1c1cccnc1 (configuration not stated)	2	0.4
CN(C)C(=S)NC(=O)C12CC3(C)CC(C)(CC(C)(C3)C1)C2	4	-4.8
CC1CN(S(=O)(=O)c2cccc(-c3cn4ccccc4n3)c2)CC(C)O1 (configuration not stated)	3	0.2
CC(C)c1ccc(OCC(=O)N(c2ccccn2)C2CCCCC2)cc1	19	-1.1
Cc1c(O)ccc(/C=N/Nc2ncccc2[N+](=O)[O-])c1O	12	0.3

(cont.)
SMILES	OX1R antag	STK33 inh
COc1cc(Cl)c(C)cc1NC(=O)CSc1sc2c(O)cc(=O)[nH]c2c1C#N	37	-1.0
O=C(CN1C(=O)/C(=C/c2cccc(Br)c2)SC1=S)Nc1cccnc1	19	-0.6
CCCOc1ccc(N2C(=O)CC(N(CCc3ccc(OC)cc3)C(=O)c3ccccc3)C2=O)cc1 (configuration not stated)	5	-0.1
CCn1c(SCC(=O)C(C)(C)C)nnc1-c1ccccc1OC	25	-0.4
COc1ccc(CCN2C(=O)C3C4CCC(C4=C(C)C)C3C2=O)cc1OC (configuration not stated)	21	-1.0
COc1cccc2cc(C(=O)N3CCC(C)CC3)c(=O)oc12	18	-0.1
Cc1nc(NC(=O)/C=C/c2ccccc2)n[nH]1	18	0.6
O=S(=O)(NCc1cc(-c2ccccc2)no1)c1ccccc1Cl	20	-0.8
COc1ccc(S(=O)(=O)NCc2cc(=O)n(C)c(=O)n2C)cc1F	9	-0.9
CC(C)COc1cccc(C(=O)N(CC(=O)Nc2ccccc2C(F)(F)F)Cc2ccco2)c1	25	1.1
CCCCCC1CC(CC(=O)O)C(=O)O1 (configuration not stated)	10	0.3
Cc1cc(C)cc(NC(=O)C2CCCN(c3ncccn3)C2)c1 (configuration not stated)	16	0.9
COc1ccc(CCNC(=O)/C(C#N)=C/c2ccc(OCC(=O)NCC3CCCO3)cc2)cc1OC (configuration not stated)	14	0.6
CC(C)C[C@H](NC(=O)c1[nH]cnc1C(=O)N[C@H](C)c1ccccc1)C(=O)OC(C)(C)C	9	-0.7
O=S(=O)(NC1CC1)c1ccccc1	-9	-1.5
CCOC(=O)c1sc(NN=C(C(=O)OC)C(=O)OC)c(C(=O)OCC)c1C	11	-0.1
O=C(COc1ccc(Cl)cc1)Nc1ccc2c(c1)OCO2	5	-1.3
CCN1CCCC1CNCc1cccc(OC)c1OCc1ccccc1 (configuration not stated)	24	-0.5
Cc1ccc(C(=O)CSc2ccccc2C(=O)O)cc1	10	-0.8
COc1ccc(CN2CCN(Cc3cc4ccccc4o3)CC2CCO)cc1C (configuration not stated)	11	-0.9

Arranged by value in STK33 inh (highest first): some entries from above.
SMILES	OX1R antag	STK33 inh
CC1CN(S(=O)(=O)c2cccc(-c3cn4ccccc4n3)c2)CC(C)O1 (configuration not stated)	3	0.2
O=C(NCc1ccccc1)c1ccc(Oc2ccc(C(=O)NCc3ccccc3)cc2)cc1	13	-0.3
CCCc1cc(=O)[nH]c(SCC(=O)Nc2ccc(OC)c(S(=O)(=O)N3CCCCC3)c2)n1	-2	-1.3
Cc1onc(-c2ccccc2)c1C(=O)c1ccccc1	-1	-1.8
COc1ccc(Cl)cc1S(=O)(=O)N1CCN(C(=O)c2ccco2)CC1	0	-3.3

Next section
SMILES	OX1R antag	STK33 inh
Cc1ccc2nc(N3CCOCC3)c(C=O)c(=O)n2c1	42	-0.9
O=C(NCc1cccs1)c1cnc2ccccn2c1=O	13	-0.6
Cc1cc(C(=O)COC(=O)CC2Sc3ccccc3NC2=O)c(C)n1-c1cccc(C(F)(F)F)c1 (configuration not stated)	13	-0.8
C#CCOCCOCCOCCNc1nc(N2CCN(C(=O)[C@H](CO)n3cc([C@@H](N)C(C)C)nn3)CC2)nc(N2CCN(C(=O)[C@H](CCC(=O)O)n3cc([C@@H](N)CCCCN)nn3)CC2)n1	1	-0.6
CC(=O)c1ccccc1NS(C)(=O)=O	5	-0.9
O=S(=O)(N/N=C/c1ccc2c(c1)OCCO2)c1ccccc1	-1	0.0
O=C(CSc1ccccc1C(=O)O)c1ccc([N+](=O)[O-])cc1	37	-2.8
COc1ccc(C(=O)Nc2nc(C)cc(C)n2)cc1[N+](=O)[O-]	15	-2.4
CC(=O)c1cccc(NC(=O)C(C)OC(=O)c2cccc(S(=O)(=O)N3CCN(C)CC3)c2)c1 (configuration not stated)	4	-0.7
CC(C)NC(=O)CSCc1c(Cl)cccc1Cl	24	-3.0

Given with bars between the fields: 3 of the compounds above.
structure | OX1R antag | STK33 inh
Cc1ccc2nc(N3CCOCC3)c(C=O)c(=O)n2c1 | 42 | -0.9
O=S(=O)(N/N=C/c1ccc2c(c1)OCCO2)c1ccccc1 | -1 | 0.0
C#CCOCCOCCOCCNc1nc(N2CCN(C(=O)[C@H](CO)n3cc([C@@H](N)C(C)C)nn3)CC2)nc(N2CCN(C(=O)[C@H](CCC(=O)O)n3cc([C@@H](N)CCCCN)nn3)CC2)n1 | 1 | -0.6

Profiles as entered above. Values in the order: OX1R antag | STK33 inh
Shown for CC(C)c1ccc(OCC(=O)N(c2ccccn2)C2CCCCC2)cc1 = 19 | -1.1
Shown for CCOc1ccccc1NC(=O)CN(c1cc(C)cc(C)c1)S(=O)(=O)c1c(C)noc1C = 12 | -1.8
Shown for O=C(CSc1ccccc1C(=O)O)c1ccc([N+](=O)[O-])cc1 = 37 | -2.8
Shown for O=C(Cc1ccccc1)NCCCN1CCN(CCCNC(=O)Cc2ccccc2)CC1 = 19 | 1.1
Shown for COc1ccccc1NC(=O)C1=C(C)Nc2nc(CCCO)nn2C1c1cccnc1 (configuration not stated) = 2 | 0.4

More records:
SMILES	OX1R antag	STK33 inh
CC(C)NC(=O)CN1C(=O)C(C)(C)Oc2ccc(C(=O)NC3CCCCC3)cc21	12	-1.1
Cc1ccc(NC(=O)C2CC(=O)N/C(=N/N=C/c3ccco3)S2)cc1C (configuration not stated)	20	-1.6
Cc1ccc(S(=O)(=O)N(C)c2ccc(OCC(=O)N3CCCC(C(F)(F)F)C3)cc2)cc1 (configuration not stated)	14	-0.7
CCN(CC)S(=O)(=O)c1ccc(NS(=O)(=O)CC23CCC(CC2=O)C3(C)C)cc1 (configuration not stated)	15	2.5
Cc1cc(C)n2nc(SCc3cccc(F)c3)nc2n1	2	-2.7
Cc1ccc(NC(=O)c2oc3ccc(S(=O)(=O)N4CCC5(CC4)OCCO5)cc3c2C)cc1C	2	-0.7
C[C@H](CO)N1C[C@H](C)[C@@H](CN(C)S(=O)(=O)c2ccc(F)cc2)Oc2ccc(NC(=O)CCN3CCOCC3)cc2C1=O	4	-1.5
O=C(C[C@@H]1C/C=C\C[C@H](Cc2ccc(F)cc2)C(=O)OC[C@H]2CCCN2C1=O)NCCO	0	.
CC(=O)c1ccc(N2CCN(C(=O)C3CCN(S(=O)(=O)Cc4ccccc4)CC3)CC2)cc1	20	-0.5
CC(=O)N(CCc1ccccc1)Cc1cc2cc(C)ccc2[nH]c1=O	7	-2.3
NC(=O)C1(N2CCCCC2)CCN(C(=O)CCCn2c(=O)[nH]c3ccsc3c2=O)CC1	14	-1.0
CC(C)NC(=S)Nc1c(N)[nH]c(=O)[nH]c1=O	-1	-1.3
O=S(=O)(NCC(c1cccnc1)N1CCN(c2ccc(F)cc2)CC1)c1ccc(F)cc1 (configuration not stated)	15	-0.5
O=[N+]([O-])c1ccc2nc(NCCCO)nc(-c3ccccc3)c2c1	34	0.5
O=C(Nc1cccc([N+](=O)[O-])c1)C12CC3CC(C1)CC(n1cnc([N+](=O)[O-])n1)(C3)C2	32	0.6
CC(=O)c1ccc(NC(=O)C(C)OC(=O)c2ccc3c(c2)nc(C)n3-c2ccccc2)cc1 (configuration not stated)	19	-0.8
O=C(CSc1ccc(C(F)(F)F)cc1[N+](=O)[O-])N1CCOCC1	41	.
Cc1cccc(NC2SC(=O)N(CC(=O)O)C2=O)c1 (configuration not stated)	-4	-1.3
S=C(Nc1ccccc1)N(CCN1CCOCC1)Cc1cccc(Cl)c1	14	-0.4
C=CCn1c(SCC(=O)Nc2ccccc2CC)nnc1-c1ccncc1	14	-2.5
Cc1cc(-c2ccccc2)nc(SC(C(=O)O)c2ccccc2)n1 (configuration not stated)	13	-0.5
COc1cccc(OC)c1C(=O)NC(=S)Nc1cc(-c2nc3ccccc3[nH]2)ccc1Cl	74*	0.7
CC(C)c1nnc(NC(=O)CSc2nnc(-c3ccco3)o2)s1	13	0.9
COc1ccc(C(=O)CN2CCN(c3ccc(F)cc3)CC2)cc1OC	21	-1.8
CC(c1ccco1)N(C(=O)c1ccccc1NS(=O)(=O)c1cccc([N+](=O)[O-])c1)c1ccccn1 (configuration not stated)	63*	-1.9
CN1CCN(C2=C(NS(=O)(=O)c3cccs3)C(=O)c3ccccc3C2=O)CC1	132*	0.0
COc1cccc2cc(C(=O)C3=C(O)C(=O)N(CCN(C)C)C3c3ccc(F)cc3)oc12 (configuration not stated)	12	-0.6
CCOC(=O)N1CCN(Cc2nc3cc(NC(C)=O)ccc3n2C)CC1	1	1.4
FC(F)(F)c1cc(-c2ccccc2)nc(N2CCOCC2)n1	13	-1.2
O=C(CSc1nncn1-c1ccccc1)Nc1ccccc1	13	0.7
Cc1ccc2c(c1)N(C(=O)CCC(=O)N1CCCCC1)CCO2	5	0.3
Cc1cccc(-c2c3c(=O)n(C)c(=O)n(C)c3c3cccnn23)c1	39	-0.1
CCCOc1ccccc1C(=O)N(Cc1ccco1)C1CCS(=O)(=O)C1 (configuration not stated)	20	0.3
CCN(CC1COc2ccccc2O1)S(=O)(=O)c1ccc(C)cc1 (configuration not stated)	15	-1.2
O=S(=O)(Nc1ccc(N2CCOCC2)cc1)c1ccc(F)cc1F	13	-3.3
CCN(CC)c1ccc2ccc(=O)oc2c1	19	0.0
